# Source: PubChem (Milwaukee Institute for Drug Discovery)
# Cy5 interf NS3h: counter-screen for HCV NS3 helicase inhibitors: fluorescence interference. 16,000 compounds, 6% hits. Cy5-dT15 DNA with NS3h; actives lie on both sides; signal over control mean, under 1 quenches. AID 720488. fluorescence interference ratio at 100 µM;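 active = compound fluorescence over control fluorescence at most 0.8, a quencher, or at least a set upper limit, an enhancer; inactive = ratio between 0.8 and the set upper limit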
# HCV NS3h FP: hepatitis C NS3 helicase inhibition, primary screen | inhibition, % at 100 µM | NS3h Cy5-dT15 DNA binding, fluorescence polarization | 16,000 compounds, 1.6% hits | AID 687043;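 active = inhibition above the average over every tested compound plus 3 SD, cut at about 40% in these data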
# * = called active by the depositor.
no.	SMILES	Cy5 interf NS3h	HCV NS3h FP
1	O=C1C(=O)N(c2cccc([N+](=O)[O-])c2)C(c2ccccc2Cl)C1=C(O)c1ccccc1 (centres undefined)	0.99	-4.9
2	C=CCN1C(=O)/C(=C\c2ccc(C(=O)OC)cc2)C(=O)NC1=S	0.968	-0.6
3	Cc1ccc(C(=O)Nc2ccc(Cl)cc2)cc1[N+](=O)[O-]	0.943	-9.5
4	O=C(O)CCCCCN1C(=O)C(=O)C(=C(O)c2ccc(Cl)cc2)C1c1cccc(F)c1 (centres undefined)	0.934	14.9
5	COc1ccc(NC(=O)c2ccc(Br)o2)cc1Cl	1.05	7.3
6	COc1c(Cl)ccc(Cl)c1C(=O)Nc1c(C)cccc1C(C)C	1.09	5.0
7	CC(C)C(NC(=O)c1ccc(N(C)S(=O)(=O)c2ccccc2)cc1)C(C)C	1.04	-0.7
8	NC(=O)c1cnn2c1NC(c1ccco1)CC2C(F)(F)F (centres undefined)	0.899	-6.5
9	Cc1ccc(C(O)=C2C(=O)C(=O)N(CCCC(=O)O)C2/C=C/c2ccccc2)cc1 (centres undefined)	1.02	8.7
10	CC(=O)c1ccc(N2CCN(C3CC(=O)N(c4ccc(C)cc4)C3=O)CC2)cc1 (centres undefined)	1.02	5.0
11	CC(=O)Oc1ccc(-c2cccc(NC(=O)c3ccc4c(c3)Cc3ccccc3-4)c2)cc1	0.909	22.5
12	CCOc1ccc(NC(=O)CN(c2cc(OC)ccc2OC)S(C)(=O)=O)cc1	1.03	2.0
13	CC1(C)OC2OC(C(=O)Nc3ccccc3)C3OC(C)(C)OC3C2O1 (centres undefined)	1.11	-4.1
14	Cc1ccc(C(=O)N2CCN(Cc3ccccc3)CC2)cc1	1.07	2.2
15	O=C(CCN1C(=O)c2ccccc2C1=O)NCc1ccccn1	0.966	6.7

# Next section:
no.	SMILES	Cy5 interf NS3h	HCV NS3h FP
16	Cc1ccc(N2C(=O)c3ccccc3NC2c2ccccc2F)cc1 (centres undefined)	0.938	5.1
17	Cc1cccc(NC(=O)/C=C/c2ccc(F)cc2)c1	0.934	2.2
18	CCc1cc2c(=O)c(-c3nc4ccccc4n3C)coc2c(CN2CCN(C)CC2)c1O	0.951	4.2
19	COc1ccc(OC)c(CN2CCN(C(=O)CC(C)C)CC2)c1	1.07	-16.6
20	O=C1C(=O)N(c2cccc(Cl)c2)C(c2ccccc2)C1=C(O)c1ccccc1 (centres undefined)	0.958	3.5
21	O=C(CSc1nsc(SCC(=O)Nc2ccc(Cl)c(Cl)c2)n1)Nc1ccc(Cl)c(Cl)c1	0.929	4.3
22	c1ccc(N(c2ccccc2)c2nc(-n3cnc4ccccc43)nc(-n3cnc4ccccc43)n2)cc1	1.01	0.0
23	COc1cccc(OC)c1OCCCCOc1c(OC)cccc1OC	1.06	3.6
24	CC(NC(=O)CSc1nc2sc3c(c2c(=O)n1-c1ccccc1)CCCC3)c1ccccc1 (centres undefined)	0.922	7.6
25	CCOc1ccc(C(C)=O)cc1CSC(=N)N	1.05	1.0
26	Cc1ccc2ncnc(NCCc3ccccc3)c2c1	1.11	12.7
27	CCOC(=O)c1c(C)oc2ccc(OC(=O)c3ccccc3C)cc12	0.881	11.5
28	COc1ccc(N2C(=O)c3ccc(OCCOc4ccc5c(c4)C(=O)N(c4ccc(OC)cc4)C5=O)cc3C2=O)cc1	0.643*	2.2
29	COc1ccc(C2C(=C(O)c3ccc(Cl)cc3)C(=O)C(=O)N2CCCCCC(=O)O)c(OC)c1 (centres undefined)	1.1	13.4
30	O=C1NN(c2ccccc2)C(=O)/C1=C/c1ccc(-c2ccc(C(=O)O)cc2)o1	0.991	25.8

# Other structures:
no.	SMILES	Cy5 interf NS3h	HCV NS3h FP
31	CC1CCN(S(=O)(=O)c2ccc(NC(=O)c3ccc(-c4ccccc4)cc3)cc2)CC1	1.36*	-53.6
32	Cc1cc(C)c2oc(-c3cccc(NC(=S)NC(=O)c4ccco4)c3)nc2c1	0.947	3.3
33	CCOc1cc(OCC)cc(C(=O)Nc2cc(Cl)cc(Cl)c2)c1	0.935	2.2
34	CC(=O)Oc1cccc2ccc(=O)[nH]c12	1.05	-0.7
35	O=[N+]([O-])c1ccc2c(c1)S(=O)(=O)NC2=NCc1ccccc1	0.967	6.0
36	O=C(Nc1ccc(N2CCOCC2)c(Cl)c1)c1ccc(-c2ccc(F)cc2)o1	0.935	15.7
37	COc1ccc(C2Nc3ccccc3C(=O)N2Cc2ccccc2)cc1 (centres undefined)	0.941	13.4
38	COc1ccc(-c2nc(-c3ccc(O)cc3)[nH]c2-c2ccc(OC)cc2)cc1	0.727*	7.1
39	O=C1c2ccc(Oc3cccc([N+](=O)[O-])c3)cc2C(=O)N1c1ccncc1	0.9	6.1
40	Cc1ccc(C)c(OCC(O)CN2CCN(c3ccccn3)CC2)c1 (centres undefined)	1.01	-10.2
41	Cc1cccc(CC2CC(=O)N(c3ccc(C)cc3Br)C2=O)c1 (centres undefined)	0.986	4.6
42	CN1C(=O)N(C)C(NC(=O)NC(C)(C)C)C1NC(=O)NC(C)(C)C (centres undefined)	1.02	-13.7
43	CC(=O)C(C(C)=O)C1c2ccccc2Oc2ccc(Cl)cc21 (centres undefined)	0.92	7.6
44	COc1ccc(C2Nc3ccccc3C(=O)N2Cc2ccccc2)cc1CSc1ccccn1 (centres undefined)	0.985	8.9
45	Cc1cc(C)cc(NC(=O)CN(c2ccc(Cl)cc2)S(C)(=O)=O)c1	1	-2.9

# Other results follow.
no.	SMILES	Cy5 interf NS3h	HCV NS3h FP
46	Cc1oc2cc(OCC(=O)OCc3ccccc3)ccc2c(=O)c1-c1nc2ccccc2s1	0.98	10.2
47	COC(=O)C1=C(C)N(CC2CCCO2)C(=O)/C1=C\c1ccccc1OC (centres undefined)	0.929	32.7
48	Cc1cc(Cl)ccc1OCC(=O)Nc1c(C)ccc2nsnc12	1.05	0.3
49	COC(=O)c1ccccc1NC(=O)CN(c1ccc(C)cc1)S(C)(=O)=O	0.994	10.8
50	CCCCOC(=O)CCN1C(=O)/C(=C/c2ccc3c(c2)OCO3)SC1=S	0.998	13.8
51	O=C(Nc1ccc2oc(-c3cccnc3)nc2c1)c1ccncc1	1.1	1.9
52	S=C(c1cccc(OCc2ccccc2)c1)N1CCOCC1	0.637*	28.2
53	O=C(Nc1ccc(NC(=O)c2ccc(-c3ccc(F)cc3)o2)cc1)c1ccco1	1.19	11.6
54	Cc1cc(=O)n2[nH]c(-c3ccccc3Cl)cc2n1	0.956	0.3
55	O=C(O)c1ccc(Oc2ccc(S(=O)(=O)c3ccc(Cl)cc3)cc2)cc1	1.12	-2.9
56	Cc1ccc(C(=O)Nc2cccc([N+](=O)[O-])c2)o1	1.03	2.7
57	COCCOC(=O)c1c(C)oc2ccc(OCc3cccc(Cl)c3)cc12	0.793*	8.8
58	CC(=O)N(c1ccccc1)S(=O)(=O)c1ccc(Cl)cc1	1.04	2.8
59	O=C(N/N=C\c1ccccc1O)/C(=C\c1cccs1)NC(=O)c1ccccc1	1	5.7
60	CCOc1ccc(NC(=O)/C=C/c2ccc(OC)c(Br)c2)cc1	1.05	7.8

# Next section.
no.	SMILES	Cy5 interf NS3h	HCV NS3h FP
61	Cc1cc(Cl)ccc1N(CC(=O)NCc1ccco1)S(=O)(=O)c1ccccc1	0.958	16.7
62	O=C(Nc1ccccc1Cl)C1C(c2ccccc2)C1(Cl)Cl (centres undefined)	0.988	5.5
63	CCOC(=O)c1ccc(-c2ccc(C(=O)Nc3ccc(-c4nc5ccccc5o4)c(O)c3)o2)cc1	1.06	3.1
64	COc1ccc(Br)cc1C(=O)Nc1ccc(-c2nc3ccccc3s2)c(O)c1	1	-17.0
65	O=C(Nc1ccccc1C(=O)O)c1ccc(NC(=O)C(c2ccccc2)c2ccccc2)cc1	1.01	13.8
66	CC(=O)N1CCN(c2ccc(NC(=O)c3ccccc3Cl)cc2)CC1	0.889	2.6
67	Cc1ccc(C2(c3ccc(C)cc3)CC2C(=O)Nc2ccncc2)cc1 (centres undefined)	0.858	19.9
68	COc1ccc(OC)c(/C=C2N=C(/C=C/c3ccccc3)OC/2=O)c1	0.921	6.9
69	CC1=C(C(=O)OCC2CCCO2)C(c2cccc(C(F)(F)F)c2)C2=C(CCCC2=O)N1 (centres undefined)	1.08	-1.6
70	COc1cccc(/C=C2/C(=O)NN(c3ccc(C)cc3)C2=O)c1O	0.904	5.3
71	O=C(/C=C/c1ccccc1)Nc1ccccc1CO	1.04	4.0
72	Cc1ccc(/C=C/C(=O)Nc2ccccc2Br)o1	0.941	9.9
73	CC(C)COc1ccc(C(=O)Nc2ccc(Br)cc2)cc1	1.11	-1.9
74	O=C(/C=C/c1cn(Cc2ccccc2)c2ccccc12)c1ccc(Cl)cc1	0.983	14.7
75	CCOC(=O)C1=C(C)N=c2s/c(=C\c3ccc(C)o3)c(=O)n2C1c1ccc(SC)cc1 (centres undefined)	0.945	2.3

# The listing continues.
no.	SMILES	Cy5 interf NS3h	HCV NS3h FP
76	COc1ccc(/C=C(\NC(=O)c2ccc([N+](=O)[O-])cc2)C(=O)NCCCn2ccnc2)cc1	0.952	4.6
77	COc1ccc(C(O)=C2C(=O)C(=O)N(CCc3ccccc3)C2c2ccccc2F)cc1 (centres undefined)	1.07	6.4
78	CC(C)(C)C(=O)Nc1ccc(C(=O)Nc2cccc(O)c2)cc1	0.911	3.2
79	COc1ccc(/C=N\n2cnnc2)cc1Cn1nc(C)c([N+](=O)[O-])c1C	1.03	11.1
80	CN(C)c1ccc(C2C(C#N)=C(N)OC3=C2C(=O)CC(C)(C)C3)cc1 (centres undefined)	1.07	14.7
81	CCCC(C)NC(=O)c1ccc(Cl)cc1Cl (centres undefined)	1.05	-1.0
82	COc1ccc2c(Cl)c(C(=O)Nc3ccc(N4CCOCC4)cc3)sc2c1	0.968	9.4
83	COc1ccccc1NC(=O)C1=C(C)NC(=O)NC1c1ccc(Br)cc1 (centres undefined)	1.04	-6.0
84	O=C(NOC(=O)c1ccc(Br)cc1)c1ccc(Cl)cc1	0.947	7.9
85	O=C(COc1ccccc1)Nc1ccc(O)c(-c2nc3ccccc3s2)c1	1.05	0.0
86	O=C1c2ccccc2C(=O)N1c1ccc(S(=O)(=O)N2CCOCC2)cc1	0.973	8.4
87	CCCCOc1ccc(NC(=O)C2CC(=O)N(c3ccc(C)cc3)C2)cc1 (centres undefined)	0.967	12.0
88	COc1ccc(N2C(=O)CSC23C(=O)Nc2ccccc23)cc1 (centres undefined)	0.999	1.7
89	O=C(Nc1ccc(F)cc1)/C(=C\c1cccs1)NC(=O)c1ccccc1	1.02	2.2
90	COc1ccc(-c2nnc(Nc3ccccc3)c3ccccc23)cc1	0.851	34.6

# (listing goes on)
no.	SMILES	Cy5 interf NS3h	HCV NS3h FP
91	CCOC(=O)N1CCN(C(=O)c2ccc(I)cc2)CC1	1.02	4.3
92	COc1ccccc1OCC(=O)Nc1ccc(Nc2ccccc2)cc1	0.906	15.9
93	Cc1cccc(NC(=O)c2ccc(-c3ccccc3)cc2)c1	1.13	6.9
94	CCOC(=O)c1c(NC(=O)C(OC(C)=O)c2ccccc2)sc2c1CCC2 (centres undefined)	1.06	5.9
95	COc1cc(/C=C2\C=C(c3ccc(C)cc3)OC2=O)ccc1OC(C)=O	0.961	-1.8
96	CC(=O)c1c(C)oc2ccc(NS(=O)(=O)c3cccc([N+](=O)[O-])c3)cc12	0.967	6.8
97	COc1cc(NC(=O)c2ccc(Cl)cc2Cl)ccc1NC(=O)c1cc2ccccc2o1	1.11	6.3
98	Cc1ccc2nc(/C(C#N)=C/c3cc([N+](=O)[O-])ccc3Cl)[nH]c2c1	0.959	0.3
99	COC(=O)c1cnn2c1NC(c1ccccc1)CC2C(F)(F)F (centres undefined)	1.06	7.4
100	N#C/C(=C\c1ccc(-c2cc(Cl)ccc2Cl)o1)C(=O)Nc1cccc2ncccc12	1.09	5.8
101	COc1ccc(C/C(N)=N\OC(=O)c2cccs2)cc1	1.03	10.1
102	COc1ccc(-n2nc3cc(C)c(NC(=O)c4ccc(OC)c(OC)c4)cc3n2)cc1	1.02	2.5
103	COc1cc(NS(=O)(=O)c2ccccc2)c2ncccc2c1	0.994	14.5
104	Cc1ccc(C)c(NC(=O)CN(c2ccc(C(C)C)cc2)S(=O)(=O)c2ccccc2)c1	1.05	15.7
105	CCC1=NN2C(=N)/C(=C/c3cn(Cc4ccc(F)cc4)c4ccccc34)C(=O)N=C2S1	1.06	-4.1

# Additional records follow:
no.	SMILES	Cy5 interf NS3h	HCV NS3h FP
106	CN1C(=O)NC(=O)/C(=C\c2ccc(Cl)cc2Cl)C1=O	0.942	73.5*
107	Cc1[nH]c2c(Cl)cccc2c(=O)c1CN1CCCC1	0.965	-9.5
108	COc1ccc(NS(=O)(=O)c2cccs2)c(OC)c1	0.957	-7.0
109	O=C(NCCCN1CCOCC1)C(=O)Nc1ccc(I)cc1	1.02	6.4
110	COc1ccc(NC(=O)C(=O)NCc2ccncc2)cc1Cl	1.02	2.6
111	COc1ccc(CC(=O)Nc2sc3c(c2C(=O)Nc2ccccc2OC)CCCCC3)cc1	1.17	-0.3
112	Cc1cccc(N2C(=O)c3ccc(C(=O)Nc4cccc(O)c4)cc3C2=O)c1C	1.05	9.7
113	CCOc1ccc(N(CC(=O)Nc2ccccc2OCC)S(C)(=O)=O)cc1	1.06	16.6
114	O=C(C=C(O)c1ccc(F)cc1)C(F)(F)F	0.944	5.9
115	O=C1CCC(=O)N1c1ccc(Oc2cccc(Oc3ccc(N4C(=O)CCC4=O)cc3)c2)cc1	1.06	2.3
116	Cc1cccc(CC2CC(=O)N(CCc3ccc4c(c3)OCO4)C2=O)c1 (centres undefined)	0.983	5.1
117	COc1ccc(C2Nc3ccccc3C(=O)N2c2ccc(C)cc2)cc1Cn1cc([N+](=O)[O-])cn1 (centres undefined)	0.988	7.5

# Single records, from the list above:
# Record of `COc1ccc(C2Nc3ccccc3C(=O)N2c2ccc(C)cc2)cc1Cn1cc([N+](=O)[O-])cn1` (centres undefined) = Cy5 interf NS3h: 0.988; HCV NS3h FP: 7.5
# Record of `Cc1cccc(N2C(=O)c3ccc(C(=O)Nc4cccc(O)c4)cc3C2=O)c1C` = Cy5 interf NS3h: 1.05; HCV NS3h FP: 9.7
# Record of `O=C(NCCCN1CCOCC1)C(=O)Nc1ccc(I)cc1` = Cy5 interf NS3h: 1.02; HCV NS3h FP: 6.4
